# High-throughput results deposited in PubChem by several laboratories.
# Yeast growth inh: chemicals that inhibit yeast BB579 growth in restrictive medium (lifespan-shortening candidates); S. cerevisiae BB579 growth, OD615, 48 h; inhibition, % at 10 µM; hit rate 0.51% among 140,000; AID 804;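 active means inhibition above a set limit, 3 SD over the mean compound inhibition, cut at about 44% in these data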; further: inactives centre near -24
#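 controls = amphotericin B 10 µg/mL, positive | assay system = DeaD yeast strain BB579 | schedule = 48 h compound exposure at 30 °C after 4 h preincubation | detection = OD615 turbidity measurement | medium = restrictive CSMM-D medium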
# Phagocyt inh: macrophage phagocytosis inhibition; inhibition, % at 5 µM; hit rate 0.07% among 110,000; AID 1029; J774A.1 macrophage IgG-bead phagocytosis, imaging;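 active means inhibition above the mean of the plate negative controls plus 5 SD, cut at about 13% in these data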;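 further: phagocytic index as fraction of beads internalized from green versus red external bead signal; plate controls were DMSO negative control for no effect and cytochalasin-D positive control for full effect; some results beyond the cut were filed as inactive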
# NPY-Y2 antag: blocks the human neuropeptide Y Y2 receptor. NPY-Y2 expressing cells, antagonist mode. AID 793. inhibition, % at 2.7 µM. P49146. hit rate 0.99% among 140,000; in the data active means inhibition above about 17%;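 further: 0% = vehicle with agonist challenge and 100% = reference antagonist with challenge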
# Target sequence (P49146 whole entry, looked up): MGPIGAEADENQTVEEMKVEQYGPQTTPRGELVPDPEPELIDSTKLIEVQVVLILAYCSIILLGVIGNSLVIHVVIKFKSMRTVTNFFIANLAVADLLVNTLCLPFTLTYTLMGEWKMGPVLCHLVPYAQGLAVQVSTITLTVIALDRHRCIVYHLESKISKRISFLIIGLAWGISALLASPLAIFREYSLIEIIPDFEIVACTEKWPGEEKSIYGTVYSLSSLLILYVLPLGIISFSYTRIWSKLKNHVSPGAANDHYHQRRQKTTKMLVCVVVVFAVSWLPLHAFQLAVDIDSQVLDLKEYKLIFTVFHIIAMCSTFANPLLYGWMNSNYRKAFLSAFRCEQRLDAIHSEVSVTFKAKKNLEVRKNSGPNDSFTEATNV
# PTEN del growth: suppresses growth of cells with PTEN deletion. HCT116 PTEN-null viability, CellTiter-Glo, 60 h; hits give low values. viability, % at 10 µM. AID 827. hit rate 1.2% among 140,000;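 active means viability at or below a set limit, 4 SD under the median of all tested compounds, cut at about 3.7% in these data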;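 further: PTEN knockout HCT116 line with beta catenin targeted HCT116 as companion control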
# HCT116 bCat-KO: beta-catenin-lacking colon tumor cell growth suppression; hit rate 1.5% among 140,000; AID 818; HCT116 beta-catenin knockout viability, CellTiter-Glo, 60 h; hits give low values; viability, % at 10 µM;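 active means viability at or under a set limit, the compound median less 4 SD, cut at about 6% in these data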;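 further: 0% = Hyamine 1622 control at 20 µM and 100% = untreated cell control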
# GALR2 blocker: antagonists of human galanin receptor 2 (GALR2); O43603; GALR2-expressing cells, antagonist mode; inhibition, % at 4 µM; hit rate 0.39% among 140,000; in the data active means inhibition above about 27%;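 further: cells stimulated with galanin 1-16 at roughly its EC80; 0% = agonist challenge control and 100% = basal control without agonist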
# Target sequence (O43603 whole entry, looked up): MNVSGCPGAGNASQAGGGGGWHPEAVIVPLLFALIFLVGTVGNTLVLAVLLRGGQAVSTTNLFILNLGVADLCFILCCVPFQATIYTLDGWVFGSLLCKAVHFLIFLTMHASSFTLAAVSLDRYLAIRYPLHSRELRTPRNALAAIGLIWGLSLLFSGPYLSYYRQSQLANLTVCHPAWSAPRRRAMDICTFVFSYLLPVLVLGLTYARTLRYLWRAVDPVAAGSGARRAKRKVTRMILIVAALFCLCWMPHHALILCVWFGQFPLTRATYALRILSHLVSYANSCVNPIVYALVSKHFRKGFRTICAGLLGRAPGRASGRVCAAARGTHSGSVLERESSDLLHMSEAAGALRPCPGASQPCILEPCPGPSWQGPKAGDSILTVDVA
# MRP1 act: activators of MRP-1 | H69AR cells + doxorubicin, viability rescue, CellTiter-Glo | viability increase, % at 10 µM | hit rate 0.61% among 140,000;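 active means viability gain under doxorubicin at or above a set limit, the compound median plus 3 SD, cut at about 4.7% in these data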;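 further: MRP-1 overexpressing cells given doxorubicin 25 µM after compound pretreatment; 18-22 h compound pretreatment then 72 h with doxorubicin before readout; 0% = doxorubicin-only wells and 100% = vehicle-treated cells without doxorubicin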
# E-sel TNF inh: TNF alpha driven E-selectin expression inhibition. HUVEC TNFa-induced E-selectin immunofluorescence, high content. inhibition, % at 2 µM. hit rate 0.71% among 120,000;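 active means inhibition above the batch mean plus 3 SD, and confirmed as a hit on visual image review, cut at about 43% in these data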;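 further: 0% = TNF-stimulated DMSO wells and 100% = unstimulated control wells; not every result past the cut was called active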
# Yeast lifespan up: yeast lifespan extension | S. cerevisiae growth with nicotinamide, OD615; deaD strain in restrictive glucose medium | hit rate 0.68% among 130,000 | inhibition of the nicotinamide effect, % at 10 µM;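 active means inhibition above a set limit, placed 3 SD over the median of all compounds, cut at about 26% in these data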;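 further: 0% = nicotinamide-treated wells and 100% = cells grown without nicotinamide; some compounds called inactive have numbers as strong as hits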
#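 Assay system: DeaD-strain S. cerevisiae. Medium: CSMM-D glucose medium, restrictive. Reagent: nicotinamide, 1.5 mM, co-present with compound. Compound: 10 µM single point, 0.25% DMSO. Schedule: culture preincubation 4 h, compound exposure 48 h, both 30 °C. Detection: absorbance at 615 nm.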
# Measles CPE: protection of cells from measles virus; hit rate 1.5% among 140,000; protection (pct of control), % at 4 µM; Measles virus-infected cells, CPE protection, absorbance; in the data active means protection mostly above about 24%, no sharp cut-off; inactive means mostly below about 26%; further: some compounds called inactive have numbers as strong as hits
# An asterisk follows results filed as active; . = not tested or not shown.
SMILES,Yeast growth inh,Phagocyt inh,NPY-Y2 antag,PTEN del growth,HCT116 bCat-KO,GALR2 blocker,MRP1 act,E-sel TNF inh,Yeast lifespan up,Measles CPE
Brc1cccc(-c2nnc3n2CCC3)c1,-28.5,-1.9,2.6,104.2,98.5,-0.2,-0.8,-6.8,-7.6,4.3
CCCOc1ccc(C(=O)c2nc3c(n2O)CCCC3)cc1,-50.7,0.0,3.1,96.8,106.8,-11.5,0.9,.,-10.4,5.7
CC(=O)c1cccc(NC(=S)NC2CC2)c1,-9.4,1.3,-1.9,90.1,93.1,0.8,1.6,.,1.1,25.2
Clc1ccc(CSc2snnc2-c2ccccc2)c(Cl)c1,-28.5,-1.2,6.2,86.7,79.5,-1.0,-0.6,-53.4,-9.2,17.0
COc1ccccc1NC(=O)c1ccc(NC(=O)CSc2ncn[nH]2)cc1,-55.6,-3.2,-0.6,93.8,91.9,13.4,3.1,-3.9,-0.4,23.0
Cc1ccc(C(=O)C(C)OC(=O)C2CC(=O)N(C3CCCCC3)C2)cc1 (centres undefined),-13.9,.,3.3,111.0,98.6,-8.1,0.5,.,-4.6,3.6
N=c1c2c(ncn1Cc1ccco1)Oc1ccc3ccccc3c1C2c1ccccc1 (centres undefined),-39.3,2.1,32.5*,4.7,8.5,-19.8,-4.7,.,5.6,7.9
O=C(COc1ccc(Cl)cc1Cl)Nc1ccc2nc3n(c(=O)c2c1)CCCC3,-17.0,-2.8,2.0,76.9,77.6,15.6,-1.3,-31.9,-12.3,4.5
O=C(c1ccccc1[N+](=O)[O-])N1CCN(Cc2ccc3c(c2)OCO3)CC1,-36.6,-5.0,2.2,86.8,89.7,-12.8,-0.8,.,2.7,7.9
CC12CN3CC(C)(CN(C1)C3c1cc3ccccc3[nH]1)C2=O (centres undefined),-1.3,-0.3,0.6,88.1,94.8,12.3,-1.7,-21.0,.,3.5
O=C(COC(=O)C1CCC1)NCc1ccccc1Cl,-7.6,-0.7,-1.4,93.3,98.4,1.6,0.3,11.1,-8.3,-0.7
COc1ccc(OC)c(C2CC(c3c(-c4ccccc4)c4cc(Cl)ccc4[nH]c3=O)=NN2S(C)(=O)=O)c1 (centres undefined),-37.2,0.1,0.7,0.5*,0.6*,-11.2,-6.0,37.3,-11.4,5.2
COc1ccc(CN2CC(C(=O)NCCN3CCN(c4ccccc4F)CC3)CC2=O)cc1 (centres undefined),-14.9,0.5,7.7,98.9,95.7,-22.9,0.5,6.5,-3.8,0.8
Cc1cccc(C(=O)NCC(=O)OCC(=O)N2CC3(C)CC2CC(C)(C)C3)c1 (centres undefined),-17.0,-4.5,4.5,95.4,105.6,1.6,-2.5,-36.0,-0.1,18.3
CCN(CC)c1ccc(/C=N/NC(=O)c2c(Cl)cnn2C)c(O)c1,-42.0,4.0,0.0,12.7,16.3,20.1,-0.5,.,2.4,14.7
Cc1ccsc1/C=N/NC(=O)c1c[nH]c2ccccc12,-56.3,.,6.2,65.3,71.2,13.7,-1.3,-50.1,-4.4,24.5
CCCNC(=O)CN(C)S(=O)(=O)c1c(C)cc(C)cc1C,-17.8,.,2.9,96.5,90.2,5.5,-2.7,-26.2,.,3.3
OCCNCCOc1ccc(Cl)c(Cl)c1,-7.0,.,1.5,87.7,85.0,-1.1,-1.8,75.2*,-1.8,4.7
CC(=O)c1ccc(N(C(=O)Cn2nnc(-c3ccccc3)n2)C(C(=O)NC2CCCCC2)c2ccccn2)cc1 (centres undefined),-37.7,-1.8,0.5,56.8,47.5,8.8,-2.2,.,2.4,11.8
COC(=O)c1ccc(NS(=O)(=O)N(C)C)cc1,-30.9,1.7,4.9,99.8,92.5,-5.5,-0.9,-18.4,-5.1,7.3
COc1cc(/C=C(\C#N)C(=O)Nc2cccc3ncccc23)cc(OC)c1OC,-46.0,-7.9,2.9,87.2,74.7,-5.0,-3.2,.,3.4,5.9
Cc1ccc(NCc2nc3ccccc3n2C)cc1,-56.5,.,5.3,98.3,93.7,12.6,-1.7,-31.1,-7.2,16.4
CCC(C(=O)NC1CCCC1)N(C(=O)Cn1nnc(-c2ccc(C)o2)n1)c1cnc2ccccc2c1 (centres undefined),-22.2,-0.1,2.8,61.5,14.1,2.5,-3.7,-19.6,-4.5,8.4
COc1cc(/C=C/C(=O)N2CCCc3ccccc32)cc(OC)c1OC,-18.0,-3.2,1.8,81.8,81.2,18.9,-3.2,-8.3,-1.9,5.3
CCCOC(=O)C1=C(C)NC2=C(C(=O)CCC2)C1c1cc(OC)ccc1OC (centres undefined),-9.1,-2.2,0.4,97.2,102.6,1.3,-0.6,-6.5,-5.0,5.1
COc1ccccc1-c1nnc(N(C)C(=O)C2CCCO2)s1 (centres undefined),-8.8,-0.8,-2.3,99.5,95.2,-4.7,-0.6,3.9,-21.8,9.0
O=S1(=O)CCN(Cc2ccc(Cl)cc2)CC1,-3.2,.,2.1,92.0,93.4,-3.1,-0.5,-7.9,-8.5,1.0
COc1ccc(C(=O)NC(=S)Nc2ccccc2F)cc1,-24.4,-1.0,4.1,96.0,100.7,16.2,-2.8,15.0,-3.9,7.2
Clc1ccc2nc(SCc3nnc(-c4ccccc4)o3)[nH]c2c1,-37.5,-1.8,6.0,83.6,87.5,-1.7,-0.2,.,-14.1,10.6
CCC1(C)Cc2c(sc3nnn(CC(=O)Nc4ccccc4)c(=O)c23)CO1 (centres undefined),-13.2,-0.9,-0.6,84.2,91.4,2.2,5.0*,-33.8,8.5,7.6
CCOc1cc(NC(=S)NCC2CCCO2)c(OCC)cc1NC(=O)c1ccc(OC)cc1 (centres undefined),-10.0,-4.7,2.3,95.1,87.3,0.5,-1.8,.,-4.2,23.6
CCc1ccc(Nc2ncc3c(n2)CC(c2ccc(OC)cc2)CC3=O)cc1 (centres undefined),-15.0,.,3.5,88.2,93.2,1.3,-1.6,9.3,-20.4,23.9
CC(C)C1Oc2ccccc2N(CC(=O)NCCCN2C(C)CCCC2C)C1=O (centres undefined),-31.2,-1.4,2.1,107.5,98.0,4.2,-2.9,25.9,-6.7,3.4
COC(=O)C1=C(C(=O)OC)N2C=CC=CC2(C)C(C(=O)OC)=C1C(=O)OC (centres undefined),-31.1,-4.0,0.8,94.3,89.5,-8.9,-2.4,.,-0.4,4.0
CC(C)(C)c1ccc(CN2C3=NCCCN3c3ccccc32)cc1,-1.8,.,19.6*,2.9*,3.9*,0.0,-7.5,-4.2,.,1.4
CCOC(=O)c1cc2c(=O)n3ccccc3nc2n(CC(C)C)c1=NC(=O)c1ccco1,-21.7,-0.9,6.6,70.1,82.1,0.2,-2.2,8.9,0.5,1.5
COc1ccnc(CSC(N)=Nc2ccccc2C(F)(F)F)c1,-43.2,-2.3,7.6,94.9,87.7,12.0,-1.6,6.6,7.6,7.0
O=C(Nc1cc(Cl)ccc1O)C1CCCO1 (centres undefined),26.2,-1.5,4.4,91.7,93.0,-13.9,-3.1,-13.4,-24.1,2.5
Cc1ccc(C(=O)c2cc([N+](=O)[O-])ccc2N2CC(C)OC(C)C2)cc1 (centres undefined),-29.5,-3.6,4.0,23.6,24.6,1.6,-4.7,.,-0.9,3.9
O=C(CCSc1ccccc1)NCCSCc1ccccc1,-7.4,-7.5,5.5,86.9,80.9,5.8,-2.9,-32.1,-7.2,30.1
CCCC(=O)Nc1nc2ccc(OC)cc2s1,-29.0,1.5,-2.5,97.3,100.5,17.2,0.7,-27.6,-7.6,8.0
CCCCNS(=O)(=O)c1ccc(NC(=O)C2CCCO2)cc1 (centres undefined),-30.0,-0.6,0.5,90.2,87.0,-2.2,-2.2,.,2.4,7.1
O=C(CCCCCN1C(=O)CCC1=O)Nc1ccc2c(c1)OCO2,-20.6,.,2.2,82.3,95.1,4.0,-1.3,2.1,-11.0,6.0
Cc1ccc(NNS(=O)(=O)c2ccc(C)cc2)cc1,-42.4,.,0.8,91.3,91.0,7.2,-2.8,16.2,-10.3,8.5
O=C(OCc1cc2ccccc2[nH]c1=O)c1ccccc1,-57.6,-0.4,3.0,107.8,103.7,-7.8,1.0,.,-9.9,11.5
COc1ccccc1N(CC(=O)Nc1c(C)cccc1C)S(C)(=O)=O,-5.6,-1.7,6.0,103.2,96.0,-11.4,-0.8,4.5,-7.8,4.7
Cc1ccc(N=C2NC(=O)/C(=C/c3cn(C)c4ccccc34)S2)cc1C,-25.6,-4.8,1.8,52.4,54.5,8.8,3.6,.,1.4,12.6
CNC(=S)N/N=C/c1ccc2c(c1)OCCO2,-27.2,-5.2,2.2,100.0,89.9,13.8,-2.0,.,-6.6,16.4

# Six structures already listed, ordered by number of heavy atoms, smallest number first:
SMILES,Yeast growth inh,Phagocyt inh,NPY-Y2 antag,PTEN del growth,HCT116 bCat-KO,GALR2 blocker,MRP1 act,E-sel TNF inh,Yeast lifespan up,Measles CPE
O=C(Nc1cc(Cl)ccc1O)C1CCCO1 (centres undefined),26.2,-1.5,4.4,91.7,93.0,-13.9,-3.1,-13.4,-24.1,2.5
CNC(=S)N/N=C/c1ccc2c(c1)OCCO2,-27.2,-5.2,2.2,100.0,89.9,13.8,-2.0,.,-6.6,16.4
Cc1ccc(NNS(=O)(=O)c2ccc(C)cc2)cc1,-42.4,.,0.8,91.3,91.0,7.2,-2.8,16.2,-10.3,8.5
COc1ccnc(CSC(N)=Nc2ccccc2C(F)(F)F)c1,-43.2,-2.3,7.6,94.9,87.7,12.0,-1.6,6.6,7.6,7.0
O=C(CCCCCN1C(=O)CCC1=O)Nc1ccc2c(c1)OCO2,-20.6,.,2.2,82.3,95.1,4.0,-1.3,2.1,-11.0,6.0
Cc1ccc(C(=O)c2cc([N+](=O)[O-])ccc2N2CC(C)OC(C)C2)cc1 (centres undefined),-29.5,-3.6,4.0,23.6,24.6,1.6,-4.7,.,-0.9,3.9

# (next part)
SMILES,Yeast growth inh,Phagocyt inh,NPY-Y2 antag,PTEN del growth,HCT116 bCat-KO,GALR2 blocker,MRP1 act,E-sel TNF inh,Yeast lifespan up,Measles CPE
COc1ccc(/C=C/C(=O)Nc2ccc(OC)cc2[N+](=O)[O-])cc1,-7.8,-4.5,5.6,109.5,100.1,7.0,-0.4,.,-3.5,10.8
O=C(O)c1cc(Br)ccc1NN=C1CCCCC1,-30.4,-9.2,5.2,94.5,102.1,-4.4,0.3,-6.1,0.2,1.0
O=C(CSc1nnc(CNc2ccc(Cl)cc2)o1)Nc1nc2c(s1)CCCC2,-71.7,-0.5,-0.7,93.2,89.7,15.2,-1.1,-17.1,-3.8,40.3
CCOC(=O)c1csc(NNC=O)n1,-29.6,-2.2,1.2,94.9,103.6,5.8,-1.8,.,0.7,3.5
C/C=C(/C)C(=O)O[C@@H]1[C@H](OC(C)=O)c2c(ccc3ccc(=O)oc23)OC1(C)C,-13.1,.,4.5,80.0,88.8,0.9,-0.2,.,3.5,11.6
Cc1cc(C)c(OCC(=O)Nc2ccccc2N2CCOCC2)c(C)c1,-27.0,-0.6,6.3,32.5,31.7,-11.2,0.3,.,-4.5,1.0
